# p97 inhibitor = inhibitors of human p97 ATPase, primary screen, biochemical; recombinant p97 ATPase, Kinase-Glo ATP luminescence, 3 h; inhibition, % at 8 µM; hit rate 0.42% among 220,000; AID 1481, 2009; Transitional endoplasmic reticulum ATPase (Homo sapiens), P55072; in the data active = inhibition above about 15%;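 also: 0% = DMSO vehicle and 100% = wells lacking enzyme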
# NPY-Y1 PAM-ag = NPY-Y1 receptor potentiators or agonists, primary screen, cell-based. hit rate 0.37% among 220,000. Neuropeptide Y receptor type 1 (Homo sapiens), P25929. activation, % at 3.6 µM. NPY-Y1 expressing cells, potentiator/agonist activation; in the data active = activation above about 33%, passing the limit was not always enough;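 also: cells stimulated with NPY at EC10 then isoproterenol at EC100; 0% = low agonist plus stimulus and 100% = saturating agonist plus stimulus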
# Target sequence (P25929 whole entry, looked up): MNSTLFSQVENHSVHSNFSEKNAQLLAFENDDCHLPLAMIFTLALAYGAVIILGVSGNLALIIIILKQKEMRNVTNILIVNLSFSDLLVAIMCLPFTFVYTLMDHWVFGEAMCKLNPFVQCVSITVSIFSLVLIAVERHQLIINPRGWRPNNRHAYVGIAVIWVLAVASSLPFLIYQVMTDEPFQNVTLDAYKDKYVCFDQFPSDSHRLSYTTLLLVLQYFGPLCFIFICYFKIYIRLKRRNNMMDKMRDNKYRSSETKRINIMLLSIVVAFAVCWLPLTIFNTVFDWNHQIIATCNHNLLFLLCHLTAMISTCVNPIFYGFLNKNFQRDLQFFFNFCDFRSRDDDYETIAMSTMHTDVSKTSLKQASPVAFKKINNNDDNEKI
# EP2 modulator = EP2 receptor modulators, cAMP readout, primary screen, cell-based, HTRF cAMP, PGE2 stimulation | EP2-expressing cells, cAMP HTRF FRET, PGE2 co-stimulation | hit rate 0.83% among 260,000 | Prostaglandin E2 receptor EP2 subtype (Homo sapiens), P43116 | AID 940, 2007 | induction, % at 25 µM;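 active = compounds whose cAMP rise, as percent of the full-agonist control response, exceeds 60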;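 also: rat C6 glioma line stably carrying human EP2 under a CMV promoter; the protocol text gives 20 µM as final concentration; 100% = response of wells given 1 µM PGE2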
# NPY2 pot ag = NPY-Y2 potentiators or agonists, primary screen, cell-based; cells expressing NPY-Y2, potentiator/agonist read-out; hit rate 0.45% among 220,000; activation, % at 3.6 µM; Neuropeptide Y receptor type 2 (Homo sapiens), P49146; in the data active = activation above about 27%;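 also: cells stimulated with NPY near EC25 plus isoproterenol at EC100; 0% = vehicle plus submaximal agonist and 100% = vehicle plus saturating agonist; some results beyond the cut were filed as inactive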
# S1P4 antag = S1P4 receptor antagonists, primary screen, cell-based. inhibition, % at 4.98 µM. S1P4-expressing cells, antagonist mode, reporter read-out. Sphingosine 1-phosphate receptor 4 (Homo sapiens), O95977. AID 1510, 2009. hit rate 0.26% among 220,000; in the data active = inhibition above about 29%;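 also: 0% = wells stimulated with agonist and 100% = vehicle wells without agonist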
# Target sequence (O95977 whole entry, looked up): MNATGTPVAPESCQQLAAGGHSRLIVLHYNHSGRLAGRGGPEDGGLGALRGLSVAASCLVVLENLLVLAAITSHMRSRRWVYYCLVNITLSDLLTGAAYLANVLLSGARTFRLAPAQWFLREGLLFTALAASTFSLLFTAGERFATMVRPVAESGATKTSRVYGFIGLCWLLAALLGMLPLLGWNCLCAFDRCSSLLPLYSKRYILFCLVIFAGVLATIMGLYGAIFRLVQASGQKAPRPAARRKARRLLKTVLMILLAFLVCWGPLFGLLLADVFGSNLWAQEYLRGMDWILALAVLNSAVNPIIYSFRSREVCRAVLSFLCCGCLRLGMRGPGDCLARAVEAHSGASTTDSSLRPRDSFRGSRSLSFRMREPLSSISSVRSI
# EP2 antag = human EP2 receptor antagonists, primary screen, TR-FRET cAMP, C6 glioma cells; hit rate 0.52% among 260,000; C6 glioma cells expressing human EP2; cells stimulated with saturating PGE2; inhibition, % at 25 µM; Prostaglandin E2 receptor EP2 subtype (Homo sapiens), P43116; AID 1422, 2008;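 active = percent inhibition above 40 after rounding to a whole number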;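 also: rat C6 glioma host cells with rolipram phosphodiesterase inhibitor present; the protocol text gives 20 µM as final concentration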
# NPY-Y1 antag = NPY-Y1 receptor antagonists, primary screen, cell-based; Neuropeptide Y receptor type 1 (Homo sapiens), P25929; HEK293-CNG Y1 cells, membrane potential fluorescence; NPY at EC95, then isoproterenol; inhibition, % at 3.6 µM; hit rate 1% among 200,000; AID 1040, 2008;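 active = inhibition above the campaign mean inhibition of all tested compounds plus 3 SD, cut at about 20% in these data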;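 also: 0% = DMSO wells given NPY plus isoproterenol and 100% = isoproterenol alone without NPY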
#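 Material: HEK293 cells co-expressing NPY Y1 receptor and cyclic-nucleotide gated channel. Timing: compound incubation 1 h at room temperature, readout 45 min post-stimulation. Signal: fluorescence, membrane potential probe.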
# S1P4 agonist = S1P4 receptor agonists, primary screen, cell-based; Sphingosine 1-phosphate receptor 4 (Homo sapiens), O95977; S1P4-expressing cell line, agonist reporter assay; activation, % at 4.98 µM; hit rate 0.35% among 220,000; in the data active = activation above about 11%;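 also: 0% = DMSO vehicle and 100% = reference agonist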
# eIF4E 4G PPI = eIF4E–eIF4G protein interaction inhibitors, primary screen, biochemical, uHTS, TR-FRET, eIF4GI fragment; inhibition, % at 21.7 µM; TR-FRET eIF4E-eIF4GI(517-606) binding, 2 h; AID 782, 2007; hit rate 0.37% among 220,000;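 active = inhibition above about 30%, limit read from the data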;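 also: 0% = full FRET control wells and 100% = background wells lacking eIF4GI fragment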
# Starred values were filed as active, the others as inactive; nt = no result given; & = joins results of further samples; [ ] = another dose, or the depositor's remark.
item	Compound	NPY-Y1 antag	S1P4 antag	p97 inhibitor	NPY2 pot ag	S1P4 agonist	NPY-Y1 PAM-ag	EP2 antag	eIF4E 4G PPI	EP2 modulator
1	Cc1cccc(Cc2cnc(NC(=O)c3ccc(C)o3)s2)c1	0	6	-7	-7	1.2	-31	9&13	-6	-16&-2
2	Cn1c(SCC(=O)Nc2ccc(N3CCOCC3)cc2)nnc1-c1ccccc1	-2	-2	-5	1	-3.0	-9	5	-6	-10
3	Cc1ccc(N2OC3C(=O)NC(=O)C3C2c2ccco2)cc1 (stereo not given)	2	-27	-5	0	0.2	-7	12	5	31
4	CCOC(=O)c1sc2ccccc2c1OC(=O)c1ccccc1	4	2	-3	-13	0.8	-14	12	3	65*
5	O=C(O)CC1S/C(=N/N=C/c2ccc(-c3ccc(Cl)c([N+](=O)[O-])c3)o2)NC1=O (stereo not given)	2	-6	4	1	-0.7	-12	6	1	-10
6	Cc1ccc(S(=O)(=O)C2(C(=O)N3CCCC(C)C3)CC2)cc1 (stereo not given)	-4	-13	4	0	3.0	16	5	5	14
7	O=C(NCCC1=CCCCC1)C1CCCN(S(=O)(=O)c2cnc[nH]2)C1 (stereo not given)	2	-16	4	-4	1.5	11	12	5	3
8	Cc1ccc(S(=O)(=O)N2CCC(=O)N(CCOC(=O)Nc3ccccc3C)CC2)cc1	4	15	5	8	0.0	1	5	2	29
9	CCOc1ccc(C(=O)CCN2CCCCC2)cc1	-2	-7	-2	7	-0.1	1	-1	0[fluorescence artefact?]	30
10	O=C(Nc1ccc(F)cc1)N1CCN(CCc2ccccc2)CC1	17	-25	-1	-18	2.1	11	7	2	9
11	COc1ccc(CCNS(=O)(=O)c2cccc(F)c2)cc1OC	1	3	2	8	-1.7	3	8	-3	0
12	O=C(Nc1ccccc1C(=O)O)c1cc(S(=O)(=O)N2CCCCC2)cs1	-3	-1	4	-6	0.7	0	8	-4	-9
13	Nc1nnc(SCCCC(=O)c2ccc(Br)cc2)s1	4	5	3	10	4.4	6	5	3[fluorescence artefact?]	-16
14	Cc1c2c(n3c(nc4ccccc43)c1C#N)N(CCCN(C)C)CC2	0	-11	4	5	2.3	9	14	6	-13
15	CC(=O)Nc1ccc(OC(=O)c2ccco2)cc1	-2	-6	5	8	-0.9	7	7	3	6

# Arranged by molecular weight (smallest number first): part of the list above
item	Compound	NPY-Y1 antag	S1P4 antag	p97 inhibitor	NPY2 pot ag	S1P4 agonist	NPY-Y1 PAM-ag	EP2 antag	eIF4E 4G PPI	EP2 modulator
9	CCOc1ccc(C(=O)CCN2CCCCC2)cc1	-2	-7	-2	7	-0.1	1	-1	0[fluorescence artefact?]	30
3	Cc1ccc(N2OC3C(=O)NC(=O)C3C2c2ccco2)cc1 (stereo not given)	2	-27	-5	0	0.2	-7	12	5	31
1	Cc1cccc(Cc2cnc(NC(=O)c3ccc(C)o3)s2)c1	0	6	-7	-7	1.2	-31	9&13	-6	-16&-2
4	CCOC(=O)c1sc2ccccc2c1OC(=O)c1ccccc1	4	2	-3	-13	0.8	-14	12	3	65*
10	O=C(Nc1ccc(F)cc1)N1CCN(CCc2ccccc2)CC1	17	-25	-1	-18	2.1	11	7	2	9
14	Cc1c2c(n3c(nc4ccccc43)c1C#N)N(CCCN(C)C)CC2	0	-11	4	5	2.3	9	14	6	-13
13	Nc1nnc(SCCCC(=O)c2ccc(Br)cc2)s1	4	5	3	10	4.4	6	5	3[fluorescence artefact?]	-16
7	O=C(NCCC1=CCCCC1)C1CCCN(S(=O)(=O)c2cnc[nH]2)C1 (stereo not given)	2	-16	4	-4	1.5	11	12	5	3
12	O=C(Nc1ccccc1C(=O)O)c1cc(S(=O)(=O)N2CCCCC2)cs1	-3	-1	4	-6	0.7	0	8	-4	-9
2	Cn1c(SCC(=O)Nc2ccc(N3CCOCC3)cc2)nnc1-c1ccccc1	-2	-2	-5	1	-3.0	-9	5	-6	-10
8	Cc1ccc(S(=O)(=O)N2CCC(=O)N(CCOC(=O)Nc3ccccc3C)CC2)cc1	4	15	5	8	0.0	1	5	2	29

# The list continues.
item	Compound	NPY-Y1 antag	S1P4 antag	p97 inhibitor	NPY2 pot ag	S1P4 agonist	NPY-Y1 PAM-ag	EP2 antag	eIF4E 4G PPI	EP2 modulator
16	Cc1cc(/C=N/n2cnnc2)c(C)n1-c1ccc(C(=O)O)cc1	5	-17	0	-6	1.5	-4	6	-7	6
17	Cc1ccc(-c2nc3ncccc3o2)cc1NC(=O)Cc1ccc(Cl)cc1	-5	-1	-6	-4	0.6	0	7	3	22
18	O=[N+]([O-])c1ccc(N2CCN(C(=S)Nc3ccc(F)cc3F)CC2)cc1	-2	-14	6	-12	0.2	10	5	-1	-53
19	O=C1OCCC1Sc1nc2ccccc2n1-c1ccccc1 (stereo not given)	-4	4	4	10	0.0	25	17	7	38
20	O=C1c2ccccc2C(Nc2ccc3c(c2)OCCO3)N1Cc1ccc2c(c1)OCO2 (stereo not given)	-5	-7	-2	-9	0.1	1	4	2	-6
21	Cc1ccc(OCC(=O)NN=C2c3ccccc3-c3ccccc32)cc1	10	-10	-2	-17	-1.3	-15	7	-1	23
22	COC(=O)[C@H](C)NC(=O)NCc1ccccc1F	-3	-7	5	4	1.9	9	10	-3[fluorescence artefact?]	12
23	Clc1ccc(COn2ccnc2)cc1Cl	-3	5	-2	-5	-0.4	7	5	-8	4
24	Cc1ccnc(NS(=O)(=O)c2ccc(NS(=O)(=O)c3cccs3)cc2)n1	0	-26	8	7	-0.7	6	4	0	9
25	COc1ccc(CNC(=O)C2CCC(CNc3c(N4CCOCC4)c(=O)c3=O)CC2)cc1 (stereo not given)	6	-14	-4	6	-0.1	0	9	-2	-17
26	O=C(CNC(=O)c1ccccn1)N/N=C/c1ccc2c(c1)OCO2	0	-9	3	7	0.8	-3	6	0	-16
27	CN1C(=O)CC(N2CCN(c3ccccc3)CC2)C1=O (stereo not given)	0	-16	2	-1	-0.3	-19	12	nt	nt
28	CC(C)n1ncc(C(N)=O)c1N	-2	-3	6	6	-1.5	9	11	1	18
29	Cc1ccc(S(=O)(=O)N2CCC(=O)N(C(CO)C(C)C)CC2)cc1 (stereo not given)	-6	9	4	6	0.8	-4	8	1	20
30	CC(C)Cn1c(SCC(=O)c2ccc(Cl)s2)nnc1-c1ccco1	-2	16	-10	-12	-3.4	-12	4	2	-2
31	CC(=O)c1cccc(S(=O)(=O)Nc2cccc(S(=O)(=O)NC3=NCCC3)c2)c1	0	-31	2	-1	0.8	2	2	11[fluorescence artefact?]	19
32	O=Cc1cccn1-c1ccc(O)cc1	4	-1	7	0	-0.2	10	7	2	22
33	COC(=O)C1=NNC2(c3ccc(Cl)cc3)C(=O)N(c3ccc(Cl)cc3)C(=O)C12 (stereo not given)	-5	-9	-3	5	-2.0	-3	9	-8	5
34	CCCN1C=CC(=C2C(=O)c3ccccc3C2=O)C=C1	-2	-7	-40	8	0.0	11	5	0	-3
35	CCN1CCN(C(=O)CSc2nc(N)cc(N)n2)CC1	-3	-11	0	-10	-0.3	7	4	-1	22
36	CCOc1ccc(CCNC(=O)CN2CCN(Cc3ccc(F)cc3)C2=O)cc1OCC	-2	-2	-3	-2	-0.1	24	9	-6	23
37	Cc1ccccc1C(=O)NC1CCN(Cc2nnnn2Cc2ccccc2)CC1	-10	-25	-4	7	2.9	0	6	-8	-10
38	O=C(CN(c1ccc2c(c1)OCCO2)S(=O)(=O)c1ccccc1)NCc1ccc(Cl)cc1	-1	0	-5	5	-0.5	1	10	-2[fluorescence artefact?]	30
39	COc1ccc(-c2nc(=S)c3ccc4ccccc4c3[nH]2)cc1	7	1	5	-6	0.5	4	6	0	21
40	O=C(CSc1nc2ccccc2n1CC(=O)N1CCCCC1)N1CCCCC1	nt	-16	7	-4	0.7	9	1&4	-5	5&36
41	COc1cc(NC2c3ncccc3C(=O)N2Cc2ccco2)cc(OC)c1 (stereo not given)	-2	-5	3	-13	0.8	3	12	1	41
42	COc1ccccc1S(=O)(=O)Cc1ccc(C(=O)NCC2CCCO2)o1 (stereo not given)	1	-5	-3	-9	-0.1	1	2	3	-17
43	CCOC(=O)c1cnc2c(Cl)cc(Cl)cc2c1NCCOCCO	1	-8	-3	9	-0.8	-18	9	-2	-16
44	CCOC(=O)c1cc2cc(-c3c(C(=O)OCC)oc4cc(O)cc(O)c4c3=O)ccc2o1	3	-12	6	15	-1.1	-11	7	-2[fluorescence artefact?]	34
45	Cc1ccc2[nH]cc(C(=O)NCc3cccs3)c(=O)c2c1	-6	1	-5	-7	3.7	9	10	3[fluorescence artefact?]	-64
46	O=C(Nc1nccs1)NC(C(F)(F)F)C(F)(F)F	-3	-4	-3	-1	2.5	-5	20	-1	9
47	CCOc1ccc(N/C(C)=C/C(=O)c2ccc(C)o2)cc1	3	-7	2	16	0.6	13	8	1	-36
48	Cc1[nH]c2ccccc2c1N=Nc1c(C)n(C)n(-c2ccccc2)c1=O	2	-24	5	5	1.9	-9	11	3	-37
49	Nc1c(Cl)cc(S(N)(=O)=O)cc1S(N)(=O)=O	nt	-10	4	-13	0.5	-15	6	-3	-16
50	Cn1c(SCc2ccccc2)nnc1-c1c[nH]c2ccccc12	-3	5	0	19	-1.7	17	14	-1	-5
51	CC(=O)NC(CSC(CC(=O)c1ccco1)c1ccc(C)cc1)C(=O)O (stereo not given)	9	8	4	-9	0.0	-22	13	-3	-4
52	Cn1c(Cn2c(=O)sc3ccccc32)nnc1SCc1cccc(F)c1	9	-17	5	19	3.4	15	6	1	4
53	CCOc1cc(C(=O)OCC(=O)Nc2cc(C)on2)ccc1OCC(C)C	3	7	0	-12	-1.2	-18	7	0	27
54	COc1c(Cl)cc(Cl)cc1C(=O)Nc1ccccc1N1CCN(C(C)=O)CC1	9	-16	-2	4	0.3	-8	15	nt	nt
55	O=S(=O)(c1cccc(-c2cn3cccnc3n2)c1)N1CCCCCC1	1	-7	1	-7	0.3	-18	8	9[fluorescence artefact?]	-37
56	N#Cc1ccc(OCC(=O)N/N=C/C2CC=CCC2)cc1 (stereo not given)	7	-18	2	-6	0.7	15	3	-1	3
57	CCc1ccc(NC(=O)CN2C(=O)C(=O)N(Cc3ccccc3)C2=O)cc1	1	-2	1	2	0.0	-9	5	1	35
58	COc1ccc(OC)c(NC(=O)C2CCN(S(=O)(=O)c3cccs3)CC2)c1	0	-8	-5	-12	1.0	-5	9	-3	-61
59	CCOC(=O)C1CCN(C(=O)COc2ccc(N(C)S(=O)(=O)c3ccc(C)cc3)cc2)CC1	1	-6	0	-2	-0.4	-8	3	-3	-10

# From PubChem

# These rows are one share of the data; rates above refer to the full screens.
